From PubChem BioAssay
MOR-DOR ag = OPRM1-OPRD1 heterodimerization agonism; P35372+P41143; cells, luminescence; activation, % at 9.3 µM; 340,000 tested, 0.3% active; in the data active = activation above about 18%;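 also: 0% = vehicle-treated cells and 100% = reference agonist; values of inactives mirror those of a sister screen read the other way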
PKA-R1A act = activates the PKA-R1A holoenzyme complex. P00514+P68181. PKA-R1A dissociation, Cy5-IP20 fluorescence polarization; scaled: DMSO 0%, 113 µM cGMP 100%. activation, % at 11.4 µM. 340,000 tested, 0.083% active;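 active = percent activation above the mean of all tested compounds plus 3 SD, cut at about 19% in these data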;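 also: higher means more PKAc released from R1A so a rise in polarization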
PKA-R2B activ = activators of human PKA-R2B complex. P22694+P31323. AID 504700. activation, % at 11.4 µM. PKA-R2B holoenzyme dissociation, Cy5-IP20 fluorescence polarization; R2B truncated from residue 108, S112A mutant; 0% DMSO only, 100% 113 µM cGMP. 340,000 tested, 0.079% active;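 active = activation above a cutoff set at the mean over all compounds plus 3 SD, cut at about 18% in these data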;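 also: higher means more holoenzyme dissociation and a rise in polarization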
Arrestin-AP2 inh = blocks beta-arrestin peptide binding to AP2 adaptin; FITC-arrestin peptide / GST-AP2 beads, flow cytometry; AP2 beta2 appendage carries R879A mutation; inhibition, % at 10 µM; 340,000 tested, 0.31% active;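 active = inhibition above a set limit, near 3 SD of compounds lacking own fluorescence, cut at about 54% in these data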;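 also: plate controls were DMSO wells for no effect and 5 µM unlabelled arrestin peptide for full effect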
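System: GST-AP2 R879A bound to glutathione beads, E. coli-expressed. Also added: 50 nM FITC-arrestin peptide. Schedule: compound with beads 12 min RT, then probe 1 h RT. Signal: bead flow cytometry, FITC channel. Read-out basis: percent response.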
V-ATPase pHluor = yeast V-ATPase proton transport regulation by pHLuorin; response, % at 10 µM; S. cerevisiae, pHLuorin cytosolic pH fluorescence; 350,000 tested, 0.37% active; in the data active = response mostly above about 7.3%, no sharp cut-off; inactive = mostly below about 5.4%; also: actives read high; inactives centre near 0; some compounds called inactive have numbers as strong as hits; reference of the scale not given here
MOR-DOR inv ag = mu-delta opioid heterodimer inverse agonism; cell-based MOR-DOR heterodimer luminescence; inhibition, % at 9.3 µM; 340,000 tested, 0.21% active; P35372+P41143; in the data active = inhibition above about 22%, passing the limit was not always enough;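 also: 0% = cells with DMSO and 100% = wells without cells with DMSO; values of inactives mirror those of a sister screen read the other way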
DAGLB inhibitor = blocks human DAGLB lipase activity; HEK293T DAGLB membrane lysate, EnzChek fluorogenic substrate; 340,000 tested, 0.059% active; inhibition, % at 5.17 µM; Q8NCG7; in the data active = inhibition above about 34%;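 also: 0% = enzyme with vehicle and 100% = wells lacking enzyme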
HTR5A inv ctr = counter-screen for OPRM1-OPRD1 inverse agonists: human HTR5A inverse agonism; P47898; HTR5A cell line, luminescence; inhibition, % at 9.3 µM; 340,000 tested, 0.083% active; in the data active = inhibition mostly above about 23%, no sharp cut-off; inactive = mostly below about 18%;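 also: 0% = cells with DMSO and 100% = no-cell wells with DMSO; some compounds called inactive have numbers as strong as hits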
Pemphigus Ab inh = inhibitors of pemphigus antibody binding to human desmoglein-3. AID 588358. 310,000 tested, 0.48% active. binding (percent of control), % at 10 µM. DSG3-coupled beads, scFv-anti-DSG3-GFP binding, flow cytometry; hits give low values. P32926;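 active = binding more than 3 SD below its plate's average and above zero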;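 also: hits lower antibody fragment binding to DSG3; some compounds called inactive have numbers as strong as hits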
Target sequence (P32926 whole entry, looked up, the tested form may be a part): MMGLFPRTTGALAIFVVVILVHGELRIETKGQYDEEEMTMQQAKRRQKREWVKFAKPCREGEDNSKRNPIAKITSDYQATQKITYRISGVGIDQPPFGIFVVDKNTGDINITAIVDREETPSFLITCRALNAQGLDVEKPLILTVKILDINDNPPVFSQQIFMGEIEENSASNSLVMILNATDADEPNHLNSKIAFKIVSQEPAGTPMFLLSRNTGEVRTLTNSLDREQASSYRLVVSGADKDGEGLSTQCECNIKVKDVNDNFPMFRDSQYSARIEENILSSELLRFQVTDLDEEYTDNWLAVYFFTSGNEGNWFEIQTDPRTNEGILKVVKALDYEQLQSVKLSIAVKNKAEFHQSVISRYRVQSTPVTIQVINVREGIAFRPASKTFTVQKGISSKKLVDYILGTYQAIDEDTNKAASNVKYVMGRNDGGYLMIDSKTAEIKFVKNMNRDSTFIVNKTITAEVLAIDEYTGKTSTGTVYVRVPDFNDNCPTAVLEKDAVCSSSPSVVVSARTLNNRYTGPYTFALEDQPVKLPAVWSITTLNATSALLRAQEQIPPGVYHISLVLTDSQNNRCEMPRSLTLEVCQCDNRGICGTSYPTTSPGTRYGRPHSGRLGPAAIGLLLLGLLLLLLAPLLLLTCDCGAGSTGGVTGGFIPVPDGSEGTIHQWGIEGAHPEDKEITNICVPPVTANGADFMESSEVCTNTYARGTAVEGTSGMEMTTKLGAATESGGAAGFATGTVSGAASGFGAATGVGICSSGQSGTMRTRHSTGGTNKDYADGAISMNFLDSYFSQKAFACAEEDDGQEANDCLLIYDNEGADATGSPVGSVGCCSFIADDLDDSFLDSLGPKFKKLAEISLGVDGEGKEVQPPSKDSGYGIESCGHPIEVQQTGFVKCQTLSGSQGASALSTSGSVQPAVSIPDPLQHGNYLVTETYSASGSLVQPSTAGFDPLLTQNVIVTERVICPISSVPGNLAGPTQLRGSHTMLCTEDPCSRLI
HTR5A ag = HTR5A agonism, opioid heterodimer counter-screen; 340,000 tested, 0.61% active; activation, % at 9.3 µM; HTR5A agonist assay, luminescence, cell-based; AID 504692; in the data active = activation mostly above about 9.5%, no sharp cut-off; inactive = mostly below about 7.6%;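 also: 0% = cells with vehicle only and 100% = reference agonist; strong numbers were not always called active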
Starred values were filed as active, the others as inactive; x = not tested or not shown. Not a hit list (roughly 2.4% active in at least one column).

Sample of the layout:
SMILES	MOR-DOR ag	PKA-R1A act	PKA-R2B activ	Arrestin-AP2 inh	V-ATPase pHluor	MOR-DOR inv ag	DAGLB inhibitor	HTR5A inv ctr	Pemphigus Ab inh	HTR5A ag
COc1cccc(-c2noc(C3CCCN(C(=O)c4ccc(F)cc4F)C3)n2)c1 (configuration not stated)	-0.2	5	-7	37	5	1	-6	-2	115	0
C=CCn1c(C)cc(C(=O)CSc2n[nH]c(N)n2)c1C	-3.2	0	-2	3	-5	16	0	1	93	0
Cc1nn(CCCC(=O)NCCc2ccc(Cl)cc2)c(=O)c2nn(-c3ccccc3)c(C)c12	-0.7	5	-4	-5	-3	3	-1	9	77	1
O=C(CN1C(=O)c2ccccc2C1=O)OCC(=O)N1CCCCC1	-0.8	-2	-11	0	4	4	-4	7	92	-2
CCOc1ccc2nc(NS(=O)(=O)c3ccc(NC(C)=O)cc3)sc2c1	-2.4	-2	1	14	-37	15	5	-22	99	-2
Nc1nonc1-n1nnc(C(=O)N/N=C/c2ccc(Br)cc2)c1CN1CCOCC1	-1.5	-3	-14	4	4	8	0	6	97	-2
O=C(NC1CCCCC1)c1cc(S(=O)(=O)N2CCCC2)ccc1Cl	-0.3	-4	2	-6	1	2	0	-2	95	-1
CCn1cnc2c(Nc3cccc(Cl)c3)nc(C#N)nc21	-0.4	2	-7	4	5	2	0	-23	104	8
Nn1c(SCC(=O)NCC2CCCO2)nnc1-c1ccc(OC(F)F)cc1 (configuration not stated)	-0.9	-5	6	-4	1	5	2	18	100	-7
COc1ccccc1-c1ccc(SCC(=O)NC2CCCCC2)nn1	-2.0	-2	-6	-4	-1	11	-2	-16	120	2
Cc1ccc(CSCC(=O)Nc2cc(S(=O)(=O)N3CCOCC3)ccc2OC(C)C)cc1	0.0	4	-4	-6	-3	0	-2	0	97	0
CCOC(=O)C1CCCN(C(=O)c2c(-c3ccccc3Cl)noc2C)C1 (configuration not stated)	-2.0	-4	6	-7	2	11	-1	-1	76	6
CCOC(=O)c1ccc(NC(=O)C2CCN(S(=O)(=O)CC)CC2)cc1	-3.4	9	10	4	-2	18	-2	-11	102	-2
COC(=O)c1cn(NC(=O)c2cccc(F)c2)c(=O)c2ccccc12	-0.8	-11	6	17	-4	5	-4	-13	x	-1

The list itself, from the start:
SMILES	MOR-DOR ag	PKA-R1A act	PKA-R2B activ	Arrestin-AP2 inh	V-ATPase pHluor	MOR-DOR inv ag	DAGLB inhibitor	HTR5A inv ctr	Pemphigus Ab inh	HTR5A ag
COc1cccc(-c2noc(C3CCCN(C(=O)c4ccc(F)cc4F)C3)n2)c1 (configuration not stated)	-0.2	5	-7	37	5	1	-6	-2	115	0
C=CCn1c(C)cc(C(=O)CSc2n[nH]c(N)n2)c1C	-3.2	0	-2	3	-5	16	0	1	93	0
Cc1nn(CCCC(=O)NCCc2ccc(Cl)cc2)c(=O)c2nn(-c3ccccc3)c(C)c12	-0.7	5	-4	-5	-3	3	-1	9	77	1
O=C(CN1C(=O)c2ccccc2C1=O)OCC(=O)N1CCCCC1	-0.8	-2	-11	0	4	4	-4	7	92	-2
CCOc1ccc2nc(NS(=O)(=O)c3ccc(NC(C)=O)cc3)sc2c1	-2.4	-2	1	14	-37	15	5	-22	99	-2
Nc1nonc1-n1nnc(C(=O)N/N=C/c2ccc(Br)cc2)c1CN1CCOCC1	-1.5	-3	-14	4	4	8	0	6	97	-2
O=C(NC1CCCCC1)c1cc(S(=O)(=O)N2CCCC2)ccc1Cl	-0.3	-4	2	-6	1	2	0	-2	95	-1
CCn1cnc2c(Nc3cccc(Cl)c3)nc(C#N)nc21	-0.4	2	-7	4	5	2	0	-23	104	8
Nn1c(SCC(=O)NCC2CCCO2)nnc1-c1ccc(OC(F)F)cc1 (configuration not stated)	-0.9	-5	6	-4	1	5	2	18	100	-7
COc1ccccc1-c1ccc(SCC(=O)NC2CCCCC2)nn1	-2.0	-2	-6	-4	-1	11	-2	-16	120	2
Cc1ccc(CSCC(=O)Nc2cc(S(=O)(=O)N3CCOCC3)ccc2OC(C)C)cc1	0.0	4	-4	-6	-3	0	-2	0	97	0
CCOC(=O)C1CCCN(C(=O)c2c(-c3ccccc3Cl)noc2C)C1 (configuration not stated)	-2.0	-4	6	-7	2	11	-1	-1	76	6
CCOC(=O)c1ccc(NC(=O)C2CCN(S(=O)(=O)CC)CC2)cc1	-3.4	9	10	4	-2	18	-2	-11	102	-2
COC(=O)c1cn(NC(=O)c2cccc(F)c2)c(=O)c2ccccc12	-0.8	-11	6	17	-4	5	-4	-13	x	-1
Cn1c(SCc2ccc3c(c2)OCO3)nnc1-c1ccccc1	-2.3	-7	7	-7	0	9	-6	21	x	-8
C#CCOCCOCCOCCNc1nc(N2CCN(C(=O)C([C@@H](C)O)n3cc([C@@H](N)CCCCN)nn3)CC2)nc(N2CCN(C(=O)[C@H](CCCN=C(N)N)n3cc(C(N)[C@@H](C)CC)nn3)CC2)n1 (some centres not stated)	-3.1	-1	-11	2	0	17	0	-5	108	-5
O=C(Cc1ccccc1)NCC(=O)OCc1ccccc1F	-1.3	-9	-4	1	0	7	0	5	108	0
O=C(NCC(=O)N(c1ccccc1)C(C(=O)NC1CCCC1)c1cccnc1)c1ccco1 (configuration not stated)	-3.3	-11	-7	-10	-1	18	-2	-1	103	0
Cc1ccc(NC(=S)N2CCN(S(C)(=O)=O)CC2)cc1C	-1.0	-8	0	0	3	5	-1	15	113	-6
COc1cc2ccccc2cc1C(=O)OCc1nc2ccsc2c(=O)[nH]1	1.4	-8	7	30	-1	-5	-1	-32	x	13
COc1ccc(NC(=O)/C=C/c2ccc(OC)c(OC)c2)cn1	-0.6	4	-14	-6	4	3	1	41	107	2
O=C(Nc1ccccc1)c1cc(N2CCOCC2)nc2ccccc12	3.0	-8	-9	-1	-4	-17	-2	10	110	-1
CCN(CC(=O)NCc1ccc(Cl)cc1)C(=O)c1ccc(S(=O)(=O)N(C)C)cc1	-1.3	-6	-5	-13	-1	7	0	0	98	0
O=S(=O)(Nc1ccc(S(=O)(=O)Nc2nccs2)cc1)c1ccc(Br)cc1	-1.3	1	-5	5	1	7	8	-19	x	5
CCOc1ccc(C(C(=O)NCC2CCCO2)N(C(=O)c2snc(C(N)=O)c2N)c2cccc(F)c2)cc1 (configuration not stated)	-1.6	-11	-14	22	2	8	-1	-10	108	4

New compounds follow:
SMILES	MOR-DOR ag	PKA-R1A act	PKA-R2B activ	Arrestin-AP2 inh	V-ATPase pHluor	MOR-DOR inv ag	DAGLB inhibitor	HTR5A inv ctr	Pemphigus Ab inh	HTR5A ag
CC(C)CCN1CCN(Cc2ccc(N3CCNC3=O)cc2)CC1CCO (configuration not stated)	1.0	12	6	17	-3	-5	1	-20	92	-1
Cc1cc(S(=O)(=O)Nc2c(C)ccc3nsnc23)ccc1F	-1.1	1	-15	10	1	6	-3	3	108	1
CCOC(=O)c1ccc(NC(=O)c2nc[nH]c2C(=O)N(C)CCO)cc1	x	7	-2	x	1	x	1	x	99	x
O=C1c2cccnc2C(O)N1Cc1ccccc1 (configuration not stated)	-0.5	3	-3	3	1	3	-1	22	106	3
COc1ccc(N2CCN(C(=S)Nc3cccc(C)c3)CC2)cc1	-1.5	-10	-6	7	7	8	1	4	81	10
O=C(COC(=O)/C=C/C(=O)OCC(=O)Nc1ccccc1F)Nc1ccccc1F	0.1	-19	-16	-6	3	0	2	-18	90	2
CCOC(=O)Cn1c(=O)oc2cc(S(=O)(=O)N3CCC(N4CCCCC4)CC3)ccc21	-1.4	7	8	13	-2	8	-8	6	104	-2
Cc1nn(C)cc1/C=N/NC(=O)c1ccc2c(c1)OCO2	-1.6	7	-6	-3	1	10	-4	-5	89	-6
COc1ccc(CN2C(=O)C(CC(=O)NC3CC3)CC(C(=O)N(C)C)=C2C)cc1 (configuration not stated)	x	-11	-1	x	-1	x	-1	x	108	x
C[C@@H](C(=O)NCc1c(F)cccc1Cl)N1C(=O)N2CCc3c([nH]c4ccccc34)[C@@]2(C)C1=O	-1.9	-1	0	24	-1	10	-2	10	104	8
O=C(c1ccco1)N1N=C(c2ccccc2)CC1c1ccc2nccnc2c1 (configuration not stated)	-1.5	3	-14	-1	-1	8	-5	-10	109	6
CC1(C)OC(=O)C=C[C@]2(C)[C@H]3CC[C@@]4(C)[C@H](C(=O)O)OC(=O)[C@H]5O[C@]54[C@]3(C)C(=O)C[C@@H]12	0.0	-6	2	-3	3	0	-1	12	103	9
COc1ccc(S(=O)(=O)N2CCOCC2)cc1NC(=O)CCCOc1ccccc1	-2.3	4	1	8	-1	12	0	7	115	-2
Cc1nc(-c2ccccc2)sc1C(=O)/C=C/c1ccc(Cl)cc1	-2.9	-12	-5	3	-3	12	3	0	x	0
COC(=O)c1[nH]c2ccc(C)cc2c1NC(=O)CN1CCCc2ccccc21	0.6	2	0	-3	-3	-4	1	3	122	-1
COc1ccc(Br)c(C(=O)Nc2nc3ccccc3[nH]2)c1	-2.7	7	-6	17	-3	17	0	4	x	-1
CN1CCN(NC(=O)Nc2ccc(Br)cc2)CC1	-3.6	5	5	8	6	18	0	6	95	-2
CCN(CC)c1ccc(NC(=O)OC)cc1	0.8	-1	-5	14	-1	-4	2	-7	73	-2
CC(C)C[C@H](NC(=O)c1[nH]cnc1C(=O)N[C@@H](C)C(=O)OC(C)(C)C)C(=O)OC(C)(C)C	2.6	0	-10	-2	-2	-15	-7	-5	98	2
CC(Oc1ccc(F)cc1)C(=O)Nc1cccc(S(=O)(=O)N(C)c2ccccc2)c1 (configuration not stated)	x	1	-1	x	-2	x	-9	x	103	x
CC1CC(C)CN(S(=O)(=O)c2ccc(NC(=O)CCN3C(=O)C4CC=CCC4C3=O)cc2)C1 (configuration not stated)	-1.4	-9	-10	-13	10	7	-2	10	262	-3
NS(=O)(=O)c1ccc(CCNC(=O)c2ccc(NS(=O)(=O)c3ccc4[nH]c(=O)[nH]c4c3)cc2)cc1	-2.1	-8	-2	-41	-5	11	1	7	125	-3
Cc1cccc(NCc2nc3ccccc3n2C)c1	0.4	-7	6	-7	5	-3	-6	13	104	4
CCN(CC)S(=O)(=O)c1cccc(NC(=O)COC(=O)C2COc3ccccc3O2)c1 (configuration not stated)	2.3	-9	-6	8	-4	-12	-1	12	99	1
COc1ccc(-c2cc3ccc(OCc4nn[nH]n4)cc3oc2=O)cc1OC	-2.9	-2	11	-7	3	14	0	-6	101	5
CC1(C)CC(=O)C(N=Nc2ccc(OC(F)F)cc2)=C(O)C1	-2.9	-2	2	10	10	14	0	6	89	-3
O=Cc1cccc(OC(=O)/C=C/c2ccco2)c1	-0.6	1	-3	-5	-1	3	1	1	111	0
CCc1nnc(SCc2ccc(CSc3nnc(CC)n3N)cc2)n1N	-0.6	-2	0	1	8	3	0	8	110	1
CS(=O)(=O)N(CC(=O)Nc1cccnc1)c1ccc2c(c1)OCCO2	1.1	8	7	29	2	-5	0	-1	119	3
